# Source: PubChem BioAssay
# Pol beta inh: blocks human DNA polymerase beta activity; P06746; Pol beta primer extension/strand displacement, fluorescence kinetic; Potency, µM (top dose mostly 114 µM), inactives show top-dose activity change, negative = inhibition, usual class: inhibitors; actives 1.3% (n = 340,000); AID 485314; also: potency is read from the fitted curve at half-maximal effect; % is scaled to controls: 0 for no effect and ±100 for the full control effect
#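 Pol beta (10 nM) and compounds were preincubated 15 min at room temperature, then 50 nM substrate (final) started primer extension/strand displacement. Reads were taken at 0 and 10 min; concentration-response data were fitted to a four-parameter Hill equation.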
# APEX1 inh: APE1 (human) endonuclease inhibition. P27695. recombinant APE1, TAMRA/BHQ-2 abasic DNA cleavage fluorescence. Potency, µM (titrated, usually from 65.8 µM), for the others: top-dose activity change, negative = inhibition, actives largely listed as inhibitors. AID 2517. actives 0.35% (n = 350,000);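 also: potency is read from the fitted curve at half-maximal effect; plate controls were vehicle for no effect and reference inhibitor for full effect; nearly all actives have a fitted effect of over 55% in size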
#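 Kinetic fluorescence read (525 ex/598 em nm, three reads 60 s apart) of AP-site incision; signal = third minus first read. Enzyme 0.75 nM, dual-labelled THF duplex 50 nM, compound preincubation 15 min RT.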
# Anesthetic bind: candidate novel general anesthetic via apoferritin binding; P02791; apoferritin/1-aminoanthracene competitive binding, fluorescence; Potency, µM (doses to about 77.5 µM), for inactives: top-dose activity change, negative = displacement, usual class: inhibitors; actives 0.074% (n = 350,000); also: potency is read from the fitted curve at half-maximal effect; % is scaled to controls: 0 for no effect and ±100 for the full control effect; nearly all actives have a fitted effect of over 20% in size
# Target sequence (P02791 2-175 limits assumed): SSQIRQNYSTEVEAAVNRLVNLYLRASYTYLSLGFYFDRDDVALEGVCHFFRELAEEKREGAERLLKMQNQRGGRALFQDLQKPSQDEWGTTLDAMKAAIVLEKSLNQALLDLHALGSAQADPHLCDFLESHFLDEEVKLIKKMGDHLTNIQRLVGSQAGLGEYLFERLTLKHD
#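 10 uM apoferritin + 50% sat. 1-AMA, PBS; cpd 10 min RT; Ex380/Em535 endpoint; normalized to free probe vs complex; 4-param Hill fit; propofol titration as pos. ctrl.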
# ALOX12 inh: blocks human arachidonate 12S-lipoxygenase | purified 12hLO, xylenol orange hydroperoxide absorbance | Potency, µM (doses to about 108 µM), inactives show top-dose activity change, negative = inhibition, usual class: inhibitors | actives 1.1% (n = 580,000) | P18054; also: potency is read from the fitted curve at half-maximal effect; % is scaled to controls: 0 for no effect and ±100 for the full control effect
#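 Hydroperoxide product was detected by ferrous iron/xylenol orange as the 573 to 405 nm absorbance ratio. Arachidonic acid at 40 uM (final) was turned over for 30 min at room temperature by 150 nM human 12hLO, pH 7.0 Hepes buffer, after 15 min compound preincubation.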
# POLI inh: blocks human DNA polymerase iota activity; AID 588590; Pol iota fluorescent replication assay, 10 min; Q9UNA4; actives 1% (n = 390,000); Potency, µM (doses to about 115 µM), inactives show at the top dose activity, negative = inhibition, usual class: inhibitors; also: potency is read from the fitted curve at half-maximal effect
#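 Pol iota at 10 nM preincubated 15 min with compounds at room temperature; reaction started with fluorescent substrate, 50 nM final. Fluorescence read kinetically at 0 and 10 min; buffer-only wells as negative control.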
# Pol kappa inh: DNA polymerase kappa (human) inhibition. actives 0.53% (n = 400,000). purified Pol kappa, fluorescent DNA synthesis assay, 10 min. Q9UBT6. Potency, µM (doses to about 107 µM), for inactives: top-dose activity, negative = inhibition, hits mostly inhibitors. AID 588579; also: potency is read from the fitted curve at half-maximal effect; % is scaled to controls: 0 for no effect and ±100 for the full control effect
# Target sequence (Q9UBT6 whole entry, looked up): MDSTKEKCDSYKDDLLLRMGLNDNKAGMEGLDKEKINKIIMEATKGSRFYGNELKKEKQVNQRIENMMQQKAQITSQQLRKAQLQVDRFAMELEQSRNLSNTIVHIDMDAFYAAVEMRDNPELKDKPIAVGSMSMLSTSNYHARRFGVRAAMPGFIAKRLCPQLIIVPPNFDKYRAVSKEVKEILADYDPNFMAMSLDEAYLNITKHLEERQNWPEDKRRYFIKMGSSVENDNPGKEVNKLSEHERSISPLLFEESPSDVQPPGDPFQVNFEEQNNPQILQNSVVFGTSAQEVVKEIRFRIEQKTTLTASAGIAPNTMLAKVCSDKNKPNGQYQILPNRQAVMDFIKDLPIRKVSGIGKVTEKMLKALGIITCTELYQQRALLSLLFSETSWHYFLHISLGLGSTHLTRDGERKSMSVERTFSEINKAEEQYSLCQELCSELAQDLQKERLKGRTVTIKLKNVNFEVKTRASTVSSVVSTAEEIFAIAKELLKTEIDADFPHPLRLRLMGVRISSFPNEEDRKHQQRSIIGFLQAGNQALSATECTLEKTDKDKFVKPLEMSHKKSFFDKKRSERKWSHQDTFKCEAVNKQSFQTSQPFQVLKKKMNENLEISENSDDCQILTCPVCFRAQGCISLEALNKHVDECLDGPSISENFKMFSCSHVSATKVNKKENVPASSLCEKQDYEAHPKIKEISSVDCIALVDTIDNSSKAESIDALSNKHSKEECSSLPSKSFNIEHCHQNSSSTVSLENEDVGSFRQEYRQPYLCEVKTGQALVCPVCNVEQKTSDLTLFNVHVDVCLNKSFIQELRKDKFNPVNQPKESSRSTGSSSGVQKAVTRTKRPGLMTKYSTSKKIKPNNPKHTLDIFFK
#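 10 nM Pol kappa was preincubated with compounds for 15 min at room temperature. Reaction started with 50 nM (final) substrate. Fluorescence read kinetically at 0 and 10 min.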
# BLM inh: inhibitors of human Bloom syndrome helicase BLM; P54132; recombinant BLM DNA unwinding, fluorescence dequenching; Potency, µM (top dose mostly 56.1 µM), without a hit: top-dose activity change, negative = inhibition, usual class: inhibitors; actives 0.2% (n = 350,000);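 also: potency is read from the fitted curve at half-maximal effect; plate controls were vehicle for no effect and no enzyme for full effect; nearly all actives have a fitted effect of over 35% in size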
# ERG-DNA inh: ERG Ets/DNA interaction inhibition | fluorescence polarization, His-ERG Ets domain / labelled DNA | Potency, µM (highest dose often 76.9 µM), without a hit: at the top dose FP activity, negative = inhibition, usual class: inhibitors | AID 624246 | actives 0.028% (n = 370,000); active = well fitted inhibition curve with a large enough effect in the polarisation, with a control signal flat; inconclusive = small, poorly fitted or top-dose-only effect, or effect the other way, or a change in a side signal; inactive = no such curve, though single readings can be large or run the other way; the % refers to the polarisation;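 also: polarization taken with two DNA probes labelled with fluorescein and Texas red; potency is read from the fitted curve at half-maximal effect; % of control where 0% means no effect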
#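 His-tagged ERG Ets domain (1 uM in the protein solution; 300mM KCl, 50mM Tris-HCl, 1mM EDTA, 1mM DTT, pH 7.5) received compound, then a probe mix of 5 nM fluorescein-DNA and 100nM Texas-615-DNA. Fluorescence polarization was read for both dyes.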
# TRHR agonist: agonists of human TRH receptor. TRHR cells, calcium flux fluo-8, FDSS agonist mode. activation, % at 2 µM. P34981. actives 0.18% (n = 360,000); in the data active = activation above about 30%; also: 0% is about no effect
#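 Agonist-mode FDSS calcium read (Ex 480/Em 530, 1 s cycles) in 1536-well TRHR cells with fluo-8 dye, after 10-cycle baseline and 23 nL compound addition; TRH at EC20 (10 nM final) added afterwards for the enhancer phase.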
# Starred values were filed as active, the others as inactive; i = inactive; ? = inconclusive; · = no result given; & = joins results of further samples; [ ] = dose if it differs, or a comment. Unless noted, calls follow the shape of the dose curve; as a rule, active = well fitted curve in the direction sought with a large enough effect; inconclusive = small, poorly fitted or top-dose-only effect, or another doubt; inactive = no such curve, though single readings can be large; an effect the other way counts as inactive or inconclusive. An excerpt; rates above refer to the full screens.
SMILES,Pol beta inh,APEX1 inh,Anesthetic bind,ALOX12 inh,POLI inh,Pol kappa inh,BLM inh,ERG-DNA inh,TRHR agonist
Cc1cc(C)c2c(c1)-c1cc(C)nn1C(c1cccnc1)N2 (stereo unspecified),45.4%,11.8%,-7.0%,25.7%,2.2%,-14.3%,-2.3%,-6.4%,-1.6
O=c1c2ccccc2nc(/C=C/c2ccccc2O)n1-c1ccc(Br)cc1,18.6%,·,77.0%[activator],-9.5%,5.0%,-10.4%,-1.1%,-1.6%,2.7
CCCC(=O)Nc1cc(C(=O)N2CCC3(CC2)OCCO3)ccc1S(=O)(=O)c1ccc(C)cc1,29.6%,-5.5%,-17.1%,-26.7%,17.7%,-4.0%,-1.8%,2.2%,0.1
CN(CC1COc2ccccc2O1)c1nc(-c2cccnc2)nc2ccccc12 (stereo unspecified),-3.8%,-6.8%,-14.4%,0.3%,?,-0.4%,-6.2%,5.3%,-0.8
CCc1ccc(C2C(C#N)=C(N)Oc3n[nH]c(CC(=O)OC)c32)cc1 (stereo unspecified),46.7%,16.6%,4.4%,i,-8.0%,0.3%,-10.6%,-1.9%,0.4
COc1ccc(CC2C(=O)NC(C)C(=O)N(C)C3C(=O)N(C)C(Cc4ccc(O)c(c4)Oc4ccc(cc4)C3O)C(=O)NC(C)C(=O)NC(C)C(=O)N2C)cc1 (stereo unspecified),·,·,·,-4.4%,31.7%[activator],-5.2%,·,5.0%,·
O=C1CCO1,·,0.5%&1.6%,4.6%,·,·,0.0%&-12.2%[60.1 µM],4.3%&5.5%,·,·
CCCCCn1c(=O)c(C(=O)NCc2ccco2)c(O)c2ccccc21,29.9%,17.0%,-8.8%,3.1%,71.8%[activator],-8.3%,-4.2%,6.8%,0.5
COc1ccc2c(c1)[C@@]13CCCCC1[C@@H](C2)N(C)CC3 (stereo partly specified),·,13.0%,5.3%,·,·,-1.5%[60.1 µM],-6.6%,·,·
CC(C)N1CCN(Cc2cc3c(cc2Cl)OCO3)CC1CCO (stereo unspecified),5.2%,10.3%,-6.5%,6.8%,38.6%[activator],-3.1%,0.7%,7.3%,0.2
CCCc1cc(=O)oc2cc(OCc3ccc(C(=O)O)o3)ccc12,70.8µM*,-29.7%,5.5%,0.0%,113.0%[activator],-16.5%,-6.0%,6.2%,0.0
CSc1ccc(C(=O)C2CCCN(Cc3cccnc3)C2)cc1 (stereo unspecified),14.6%,1.7%,-13.6%,1.5%,62.9%[activator],0.6%,-2.1%,-0.5%,-1.3
O=C1NC(=O)N(Cc2cccs2)C(=O)/C1=C/c1ccc(N2CCOCC2)cc1,-6.2%,0.6%,-12.4%,-12.0%,118.4%[activator],-6.5%,0.4%,9.8%,0.4
O=C1OCCC1NC1=NCCC1 (stereo unspecified),-1.4%,2.8%,-3.8%,?,28.7%,-6.1%,-1.7%,-2.3%,0.7
COc1ccc(CN2CC=C(c3ccc(F)cc3)CC2)cc1Br,-10.4%,54.9%[activator],8.1%,-15.7%,19.9%,4.2%,-4.0%,2.0%,0.5
CCOP(=S)(OCC)SCC(=O)NC(C)(CC)C(=O)O (stereo unspecified),6.5%,0.1%,-12.2%,?,12.0%,-6.8%,-2.7%,-5.2%,0.7
CCCCC(=O)N/N=C/c1c(O)n(C2CC2)c(=S)[nH]c1=O,34.5%,3.5%,-5.1%,-3.9%,15.3%,-7.9%,1.5%,·,1.3
COc1ccc(NC2CC(=O)N(C(C)C)C2=O)cc1 (stereo unspecified),11.9%,0.8%,-6.7%,3.98µM*,53.0%[activator],-14.9%,-6.7%,-3.3%,-0.1
COc1ccc(COC(=O)CCNC(=O)c2ccc(Cl)cc2)cc1,·,12.7%,·,?,22.8%,-23.8%,·,-11.6%,-1.8
CN1C2CCC1CC(=NO)C2,6.9%,-3.2%,-2.7%,0.3%,9.7%,-1.7%,-9.2%,2.7%,1.3
CCOP(=O)(C#CC(C)(C)C)C1(O)CCCCC1 (stereo unspecified),-20.4%,0.8%,-7.8%,80.2%[activator],22.2%,-0.1%,-1.2%,1.4%,-0.3
c1ccc2sc(C3(N4CCCC4)CCCCC3)cc2c1,·,5.3%,-15.8%,15.6%,·,7.4%[19.4 µM],·,·,·
COc1ccc(-c2cc(=NCC(=O)O)c3ccccc3o2)cc1,-0.6%,-20.3%,211.9%[activator],·,?,0.8%,4.8%,-4.5%,-1.1
CCCCCCC(Cl)(Cn1ccnc1)c1ccccc1 (stereo unspecified),·,·,·,?,-8.7%[58.9 µM],-19.2%,·,2.2%,·
CNC(=O)Nc1ccc(C(=O)N/N=C\C23CC[C@@H](O)CC2(O)CC[C@@H]2[C@@H]3CCC3(C)C(C4=CC(=O)OC4)CCC23O)cc1 (stereo partly specified),-3.6%,-5.1%,-12.0%,-12.4%,?,3.3%,-4.5%,14.0%,0.7
NC1=Nc2ccccc2Oc2ccccc21,-14.3%,3.2%,-10.3%,-4.5%,41.4%[activator],-6.0%,2.7%,3.5%,·
C[C@H](NC(=O)[C@@H](N)Cc1ccc(O)cc1)C(=O)NCC(=O)N(C)[C@@H](Cc1ccccc1)C(=O)N[C@H](CO)CCS(C)=O (stereo partly specified),·,2.2%,7.2%,-6.2%[12.5 µM],·,-2.9%[19.4 µM],·,·,·
Cc1cccn2c(=O)c(/C=C(\C#N)c3nc4ccccc4s3)c(Oc3ccc(F)cc3)nc12,?,·,-6.0%,?,?,-4.2%,-4.2%,1.3%,-0.2
CCCC1CCCCC12C(=O)NC(=O)NC2=O (stereo unspecified),·,·,·,6.8%,12.8%,-3.5%,·,-5.6%,·
Cc1ccc(N2C(=O)NC(=O)/C(=C\c3cc(C)n(-c4ccc(C(=O)O)cc4)c3C)C2=O)cc1,?,2.2%,-3.1%,?,25.1µM*,?,-3.7%,43.4%[activator],0.1
O=C(NN=Cc1ccc(N(CCCl)CCCl)cc1)c1cc(=O)[nH]c(=O)[nH]1,·,·,·,-1.9%,?,5.6%,·,-1.1%,·
CCCCCn1c(=O)c(C(=O)NCc2ccccc2)c(O)c2ccccc21,-0.9%,3.7%,-1.9%,4.2%,-5.6%,0.6%,-5.5%,15.4%,1.3
Oc1ccc(/C=N/NP(=S)(c2ccccc2)c2ccccc2)c(O)c1O,14.1µM*,?,-4.7%,?,?,-39.6%,-22.6%,10.2%,-0.3
O=C(Cn1cnc2sc3c(c2c1=O)CCCC3)NCCC(=O)N1CCC2(CC1)OCCO2,18.4%,-1.3%,-13.9%,?,19.7%,-23.5%,-0.1%,0.9%,0.0
CCC(=O)N1CC(=O)Nc2ccc(C)cc2C1c1ccc(F)cc1 (stereo unspecified),0.9%,·,-7.7%,-26.6%,-18.4%,-0.5%,0.1%,1.6%,-0.3
COC(=O)C(O)(c1ccc(NC(=O)c2ccccc2)cc1)C(F)(F)F (stereo unspecified),0.7%,-1.1%,-7.2%,5.5%,28.4%,-1.8%,1.7%,16.3%,1.2

# Shown with each value named: part of the list above
smiles: CC(C)N1CCN(Cc2cc3c(cc2Cl)OCO3)CC1CCO (stereo unspecified)
  Pol beta inh = 5.2%
  APEX1 inh = 10.3%
  Anesthetic bind = -6.5%
  ALOX12 inh = 6.8%
  POLI inh = 38.6%[activator]
  Pol kappa inh = -3.1%
  BLM inh = 0.7%
  ERG-DNA inh = 7.3%
  TRHR agonist = 0.2
smiles: COc1ccc(COC(=O)CCNC(=O)c2ccc(Cl)cc2)cc1
  Pol beta inh = ·
  APEX1 inh = 12.7%
  Anesthetic bind = ·
  ALOX12 inh = ?
  POLI inh = 22.8%
  Pol kappa inh = -23.8%
  BLM inh = ·
  ERG-DNA inh = -11.6%
  TRHR agonist = -1.8

# (listing goes on)
SMILES,Pol beta inh,APEX1 inh,Anesthetic bind,ALOX12 inh,POLI inh,Pol kappa inh,BLM inh,ERG-DNA inh,TRHR agonist
CCOP(=O)(/C=C(\Cl)c1ccccc1)C(O)c1ccc(F)cc1 (stereo unspecified),20.7%,26.6%,-7.2%,-11.7%,0.2%,9.8%,-3.9%,14.5%,0.0
CCN(CC)c1ccc(CN(C)CCc2ccc(OC)c(OC)c2)cc1,3.3%,-3.4%,-18.4%,?,25.8%,5.7%,3.2%,-16.4%,0.3
CCN(CC)c1nc(C)cc(OP(=S)(OC)OC)n1,·,-3.7%,-9.7%,·,·,14.8%[60.1 µM],-6.1%,·,·
O=C1CCN(C(=O)CNC(=O)Cc2ccccc2)CC1,9.2%,-5.2%,-4.5%,-3.1%,9.5%,-2.3%,-0.8%,-3.6%,0.1
COc1ccccc1N=Nc1c(O)[nH]c(=S)[nH]c1=O,-3.8%,-7.4%,?,?,60.0%[activator],-21.1%,-9.5%,12.7%,12.2
CN1C(=O)/C(=C\c2ccc(N3CCCCCC3)cc2)C(=O)NC1=S,-28.7%,7.1%,-13.6%,0.0%,-9.9%,-14.9%,-6.5%,26.4%,-0.7
C[C@]12C=CC(=O)C=C1C=C[C@@H]1C2CC[C@]2(C)C(=O)CCC12 (stereo partly specified),90.2%,23.6%,-12.7%,1.9%,-8.8%,-0.6%,3.4%,-6.0%,-0.6
C/C=C1/CN2CC[C@]34C(=C(C=O)[C@H]1C[C@@H]23)Nc1ccccc14,·,-6.6%&-3.5%,-6.4%,?,·,?,-14.9%&1.4%,·,·
CC12CC(O)C3C(CCC4=CC(=O)CCC43C)C1CCC2=O (stereo unspecified),·,·,·,-2.0%,23.1%,-15.2%,·,0.2%,·
C[C@]12CCC3C(CC[C@H]4C[C@H](O)CC[C@]34C)C1[C@@H](O)[C@@H](O)[C@@H]2O (stereo partly specified),·,0.1%,·,-19.7%,94.3%[activator],-17.3%,·,2.8%,·
